Screens from PubChem.
MRP-1 activ: MRP-1 activation. H69AR cells + doxorubicin, viability rescue, CellTiter-Glo. viability increase, % at 10 µM. 140,000 compounds, 0.61% hits;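 active = viability gain under doxorubicin at or above a set limit, the compound median plus 3 SD, cut at about 4.7% in these data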;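 also: MRP-1 overexpressing cells given doxorubicin 25 µM after compound pretreatment; 18-22 h compound pretreatment then 72 h with doxorubicin before readout; 0% = doxorubicin-only wells and 100% = vehicle-treated cells without doxorubicin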
NPY-Y2 antag: NPY-Y2 (human) receptor antagonism | 140,000 compounds, 0.99% hits | inhibition, % at 2.7 µM | AID 793 | P49146 | NPY-Y2 expressing cells, antagonist mode; in the data active = inhibition above about 17%;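 also: 0% = vehicle with agonist challenge and 100% = reference antagonist with challenge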
Target sequence (P49146 whole entry, looked up): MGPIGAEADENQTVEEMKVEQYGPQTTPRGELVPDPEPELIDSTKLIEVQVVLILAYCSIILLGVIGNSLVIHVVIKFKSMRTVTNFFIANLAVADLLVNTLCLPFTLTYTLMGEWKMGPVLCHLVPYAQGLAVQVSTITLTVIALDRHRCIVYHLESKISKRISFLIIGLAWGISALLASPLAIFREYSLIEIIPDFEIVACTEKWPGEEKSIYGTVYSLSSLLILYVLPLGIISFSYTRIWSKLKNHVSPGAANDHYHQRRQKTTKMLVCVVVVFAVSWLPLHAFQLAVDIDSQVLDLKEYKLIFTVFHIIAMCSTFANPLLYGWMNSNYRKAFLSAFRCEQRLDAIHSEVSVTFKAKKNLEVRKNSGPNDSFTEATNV
Phagocyt inh: macrophage phagocytosis inhibition. J774A.1 macrophage IgG-bead phagocytosis, imaging. inhibition, % at 5 µM. 110,000 compounds, 0.07% hits;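 active = inhibition above the mean of the plate negative controls plus 5 SD, cut at about 13% in these data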;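 also: phagocytic index as fraction of beads internalized from green versus red external bead signal; plate controls were DMSO negative control for no effect and cytochalasin-D positive control for full effect; some results beyond the cut were filed as inactive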
GALR2 antag: antagonists of human galanin receptor 2 (GALR2); O43603; GALR2-expressing cells, antagonist mode; inhibition, % at 4 µM; 140,000 compounds, 0.39% hits; AID 828; in the data active = inhibition above about 27%;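 also: cells stimulated with galanin 1-16 at roughly its EC80; 0% = agonist challenge control and 100% = basal control without agonist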
Target sequence (O43603 whole entry, looked up): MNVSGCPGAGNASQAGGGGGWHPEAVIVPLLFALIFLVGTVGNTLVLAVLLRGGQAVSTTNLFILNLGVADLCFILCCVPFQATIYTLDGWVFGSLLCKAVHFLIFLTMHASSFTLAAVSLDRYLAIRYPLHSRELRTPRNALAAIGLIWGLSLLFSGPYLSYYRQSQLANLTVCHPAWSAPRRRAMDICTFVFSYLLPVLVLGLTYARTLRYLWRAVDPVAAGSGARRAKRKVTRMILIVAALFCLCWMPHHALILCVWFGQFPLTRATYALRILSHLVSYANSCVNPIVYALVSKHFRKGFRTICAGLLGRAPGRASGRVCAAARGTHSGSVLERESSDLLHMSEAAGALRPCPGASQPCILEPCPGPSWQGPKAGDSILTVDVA
Measles CPE: protection of cells from measles virus. Measles virus-infected cells, CPE protection, absorbance. protection (pct of control), % at 4 µM. 140,000 compounds, 1.5% hits; in the data active = protection mostly above about 24%, no sharp cut-off; inactive = mostly below about 26%; also: some compounds called inactive have numbers as strong as hits
Yeast life ext: yeast lifespan extension | S. cerevisiae growth with nicotinamide, OD615; deaD strain in restrictive glucose medium | inhibition of the nicotinamide effect, % at 10 µM | 130,000 compounds, 0.68% hits;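 active = inhibition above a set limit, placed 3 SD over the median of all compounds, cut at about 26% in these data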;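 also: 0% = nicotinamide-treated wells and 100% = cells grown without nicotinamide; some compounds called inactive have numbers as strong as hits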
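System: Modified budding yeast, DeaD strain | Buffer or medium: Restrictive glucose medium | Also added: 1.5 mM nicotinamide | Doses: 10 µM single point, 0.25% DMSO | Schedule: 48 h compound exposure at 30 °C, humidified | Detection: Absorbance at 615 nm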
Yeast growth inh: yeast BB579 growth reduction in restrictive medium | S. cerevisiae BB579 growth, OD615, 48 h | inhibition, % at 10 µM | 140,000 compounds, 0.51% hits | AID 804;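 active = inhibition above a set limit, 3 SD over the mean compound inhibition, cut at about 44% in these data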; also: inactives centre near -24
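System: Saccharomyces cerevisiae DeaD strain BB579, replicative lifespan model yeast. Buffer or medium: restrictive glucose-based CSMM-D medium. Doses: one dose, 10 µM compound with 0.25% DMSO. Timing: 4 h preincubation and 48 h exposure at 30 °C. Detection: turbidity as optical density at 615 nm. Benchmarks: amphotericin B 10 µg/mL, positive.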
E-sel TNF inh: blocks E-selectin expression induced by TNF alpha | HUVEC TNFa-induced E-selectin immunofluorescence, high content | inhibition, % at 2 µM | 120,000 compounds, 0.71% hits | AID 1246;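 active = inhibition above the batch mean plus 3 SD, and confirmed as a hit on visual image review, cut at about 43% in these data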;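 also: 0% = TNF-stimulated DMSO wells and 100% = unstimulated control wells; not every result past the cut was called active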
PTEN del growth: PTEN-deleted cell growth suppression; 140,000 compounds, 1.2% hits; viability, % at 10 µM; HCT116 PTEN-null viability, CellTiter-Glo, 60 h; active compounds read low;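 active = viability at or below a set limit, 4 SD under the median of all tested compounds, cut at about 3.7% in these data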;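 also: PTEN knockout HCT116 line with beta catenin targeted HCT116 as companion control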
bCat KO growth: beta-catenin-lacking colon tumor cell growth suppression | 140,000 compounds, 1.5% hits | viability, % at 10 µM | HCT116 beta-catenin knockout viability, CellTiter-Glo, 60 h; active compounds read low;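 active = viability at or under a set limit, the compound median less 4 SD, cut at about 6% in these data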;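 also: 0% = Hyamine 1622 control at 20 µM and 100% = untreated cell control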
* hit, by the source's call; nt = not tested or not shown; & = joins results of further samples.

SMILES	MRP-1 activ	NPY-Y2 antag	Phagocyt inh	GALR2 antag	Measles CPE	Yeast life ext	Yeast growth inh	E-sel TNF inh	PTEN del growth	bCat KO growth
CCN(CC)C(=O)N1CCn2c(nc3ccccc32)C1	-0.8	1	nt	14	20	nt	-22	3	102	95
CCCNC(=O)NCCc1ccncc1	-0.7	5	-1	-1	7	-2	-65	5	103	98
O=C1c2oc3ccccc3c(=O)c2C(c2cccc(F)c2)N1CCCO (centres undefined)	-2.3	-2	nt	-4	5	-20	-12	2	88	99
CCc1cccc2c(C(=O)CSc3nnc(-c4ccoc4C)n3C)c[nH]c12	-4.9	-1	-2	0	8	-8	-40	22	77	79
Cc1cc(C)c(S(=O)(=O)n2cnc3ccccc32)c(C)c1	-1.6	4	nt	-12	4	-6	3	22	102	102
Cc1scc(C(=O)N/N=C/c2ccc(OC(C)C)cc2)c1C	0.6	7	-3	-21	6	-10	-35	-14	71	60
O=C(CCS(=O)(=O)c1cccc2nsnc12)NC1CCCCCC1	-3.2	1	nt	11	25	-7	-32	14	81	77
CC(C)CNc1cc(N2CCCC2)ccc1[N+](=O)[O-]	-0.9	3	nt	-10	3	-13	-11	-11	85	91
Cc1cccc(-c2nc(=S)c3c(o2)CCCC3)c1	0.6	2	nt	10	12	-5	-14	14	95	94
NC(=O)c1ccc(NC(=O)CSC2=Nc3ccccc3C3CC=NN23)cc1 (centres undefined)	-2.9	-4	0	1	15	-17	-30	-2	89	82
CCOC(=O)C1CCN(c2cc(=O)n(Cc3ccc(F)cc3)c(=O)[nH]2)CC1	-0.3	1	-1	13	19	1	-93	-37	103	98
Cc1ccc(N2C(=O)CC(Sc3ncn[nH]3)C2=O)cc1C (centres undefined)	-3.5	-2	2	-5	11	-4	-47	3	106	87
O=C(Nc1nnc(SCc2ccc(F)cc2)s1)C1CC(=O)N(c2ccc3c(c2)OCCO3)C1 (centres undefined)	0.4	14	2	0	6	-1	-45	nt	80	88
CC(C)NS(=O)(=O)c1ccc(OCC(=O)NCc2ccccc2)cc1	-1.4	-1	0	-2	2	-11	9	nt	95	97
Cc1cc(C)n(-c2cc(N3CCN(S(=O)(=O)c4ccc(Br)cc4)CC3)ccc2[N+](=O)[O-])n1	-1.3	-2	-3	-6	8	8	-10	nt	80	77
CCCn1cnc2sc(C(N)=O)c(C)c2c1=O	-1.0	1	-1	-18	3	-12	-12	25	94	96
CCc1c(C)c(C#N)c2nc3ccccc3n2c1-n1nc(C)cc1C	-2.2	6	-7	10	7	11	-50	21	88	86
CC(=O)C1=C(O)C(=O)N(C)C1c1ccccc1F (centres undefined)	0.8	0	0	8	23	-11	7	3	95	102
COc1ccc(C2C(C(=O)N3CCCC3)c3cc(OC)c(OC)cc3C(=O)N2C)cc1 (centres undefined)	-0.9	1	0	-5	8	-14	-13	11	114	104
O=C(NCC(=O)N(c1cnc2ccccc2c1)C(C(=O)NC1CCCC1)c1ccncc1)c1ccco1 (centres undefined)	-2.0	4	nt	1	10	-7	-36	5	105	99
O=S(=O)(N/N=C1/CC(c2ccccc2)Oc2ccccc21)c1ccc(Br)cc1 (centres undefined)	-1.7	13	nt	3	4	2	-42	-12	73	79
CCSC1=C(C#N)C2(CCCCC2)C(C#N)C(=O)N1 (centres undefined)	-1.6	-2	-1	-5	21	-5	-34	nt	95	101
CC(C)C(C)(C#N)NC(=O)CSc1nc2scc(-c3ccco3)c2c(=O)n1-c1ccccc1 (centres undefined)	-0.5	8	1	-4	14	-2	-60	-11	88	88
COc1ccc(C(C)=O)cc1CSc1nnc(Nc2c(C)cccc2C)s1	-0.5	7	0	3	19	2	-23	nt	82	80
CCCCOc1ccccc1NC(=O)c1ccco1	-2.1	12	-1	-10	2	-19	-28	2	98	96
COCC(C)n1c(C)cc(C(=O)COC(=O)CNC(=O)c2ccccc2)c1C (centres undefined)	0.1	-1	-2	-2	13	-1	-13	nt	95	88
O=C(Oc1ccc2c(c1)OCO2)c1ccc(F)cc1Cl	-1.1	4	nt	-1	6	-6	-78	49	103	99
COc1ccc(CCNC(=O)c2nonc2N)cc1OC	-0.3	8	0	6	25	-8	-33	16	107	95
CN(C)S(=O)(=O)Oc1ccsc1C(=O)Nc1ccc(Cl)c(Cl)c1	-2.5	0	nt	16	7	-7	-19	25	66	76
CC(=O)Nc1ccc(S(=O)(=O)NCCSc2ccccn2)cc1	-0.9	3	-2	2	3	-9	-16	25	97	111
COC(=O)c1ccc(/C=C/C(=O)c2ccc(OC)c(OC)c2)cc1	-2.4	2	nt	1	3	-5	-55	nt	1.6*	3.3*
Cc1cccc2nc(CSc3nc4[nH]ncc4c(=O)n3-c3cccc(Cl)c3)cc(=O)n12	-1.8	9	3	-1	1	1	-30	11	62	58
Cc1ccc(Sc2ccc(NC(=O)CCl)cc2)cc1C	-5.0	0	nt	-8	20	-1	-7	13	26	19
Cc1c(Cl)cccc1N=c1c([N+](=O)[O-])nn(-c2ccccc2)n1O	-1.5	-3	0	-18	2	-11	-31	nt	69	67
CCOC(=O)c1cc(=O)n(-c2ccc(Cl)cc2C)[nH]1	-1.5	3	-3	13	23	15	-38	24	95	99
O=C(c1cccnc1)N1CCN(C(=O)c2ccccc2F)CC1	-1.8	5	-2	-4	17	-11	-54	-20	100	93
O=C(O)c1ccccc1SCC(=O)N1CCCCC1	-0.4	-1	0	-8	40*	-1	-26	-28	106	100
COc1ccc(-n2c(Cc3cccn3C)nnc2SCC(=O)N2CCCc3ccccc32)cc1	-1.9	3	0	-9	7	-2	-37	-12	71	76
Cc1cccc(NC(=O)CSc2nnc(Cn3nnc(-c4ccccc4)n3)n2-c2ccccc2)c1	-0.6	2	-1	-11	4	-14	-45	8	111	95
CCOC(=O)CN(C(=O)CSc1nnc(-c2ccc(OC)c(OC)c2)o1)c1ccccc1	-1.1	-1	-1	-1	2	-15	-30	nt	88	95
CCCOC(=O)Oc1ccc2c(=O)c(Oc3cc(C)cc(C)c3)coc2c1	-1.7	1	-2	7	20*	1	-3	33	95	101
Brc1cccc(CNCc2cccs2)c1	-0.6	2	-5	11	3	4	-17	7	98	90
COC(=O)c1cn(Cc2ccccc2C)nn1	-1.5	2	-3	-15	9	-2	-14	nt	100	104
CC(=O)c1c(O)cc(C)n(Nc2nc(C)cc(C)n2)c1=O	2.1	1	4	5	10	32*	-18	-9	73	74
Cc1ccc(-n2cc(C(=O)c3ccccc3O)cn2)cc1	-4.4	1	nt	6	1	-13	-46	25	84	86
Cc1cc(C)c(N=Cc2c(O)n(-c3nccs3)c(=O)c3ccccc23)c(C)c1	7.5*	6	-9	-18	3	19	-33	18	58	73
Cc1ccc(S(=O)(=O)NCc2ccco2)c(C)c1C	-2.1	4	-1	-7	50	-13	-26	-9	91	89
O=C(C1CCCCC1)N1CCCC(c2nc(-c3ccc(F)cc3)no2)C1 (centres undefined)	1.2	2	0	4	4	-12	-39	26	101	86
CN(CC(=O)NCc1ccc(F)cc1)S(=O)(=O)c1cccc2nsnc12	-2.2	7	nt	-3	3	8	-48	nt	99	94
Cc1ccc(OCCCC(=O)Nc2ccc(N3CCOCC3)cc2)cc1	-3.5	3	0	-5	6	-6	-47	13	95	86
COCCn1c(SCC(=O)NCC2CCCO2)nc2c(c1=O)SC(C)C2 (centres undefined)	-1.6	-1	-2	2	4	-4	-1	-27	88	91
COc1ccc(S(=O)(=O)N2CCCC(C(=O)Nc3cccc(C(C)=O)c3)C2)cc1 (centres undefined)	-2.9	1	0	9	14	-2	-34	-57	69	77
NC(=O)C1CCN(C(=O)c2cnn(-c3ccccc3)c2NC(=O)c2ccco2)CC1	-0.1	-3	0	14	8	6	-15	9	102	101
O=C(NCc1cccnc1)C1COc2ccccc2O1 (centres undefined)	-2.8	0	nt	-1	5	2	-23	-24	97	94
O=S(=O)(Cc1cc(Cl)nc(-c2ccccc2)n1)c1ccccc1	1.4	7	0	8	12	-11	-20	nt	87	88
CCOC(=O)n1c(=O)n(Cc2ccc(Cl)cc2Cl)c2ccccc21	-0.1	4	0	-5	2	0	-55	22	76	87
O=C(CSc1ccc2nnc(-c3ccccn3)n2n1)NCc1ccc2c(c1)OCO2	-1.7	1	nt	5	18	-5	-81	nt	106	101
CC(C)CN(CC(C)C)c1nnc(NC(=O)Cn2c(=O)oc3ccccc32)s1	1.2	1	0	-13	15	-8	-14	13	87	86
Cc1ccc(NC(=O)C2CC(=O)N/C(=N/N=C/c3ccco3)S2)cc1 (centres undefined)	-1.5	1	-10	7	25	-1	-45	nt	75	98
Cn1c(SCC(=O)C(C)(C)C)nnc1-c1ccccn1	0.7	4	1	-2	11	-5	-17	-2	109&95	87

Carrying on:
SMILES	MRP-1 activ	NPY-Y2 antag	Phagocyt inh	GALR2 antag	Measles CPE	Yeast life ext	Yeast growth inh	E-sel TNF inh	PTEN del growth	bCat KO growth
COc1ccc(C2=CC(c3cccc(OC)c3)n3nnnc3N2)cc1 (centres undefined)	1.2	7	-8	10	11	3	-15	-1	74	84
Cc1cc(O)c(-c2ccno2)cc1Cl	1.2	2	2	-11	22	2	-31	-10	90	90
COc1ccc2o/c(=N\O)c(C(=O)Nc3ccccc3OC)cc2c1	-2.9	1	1	3	5	-1	-12	10	79	84
CCOC(=O)c1[nH]c(C)c(C(=O)N2CCN(C(=O)c3ccco3)CC2)c1C	-3.3	2	nt	0	21	1	-18	-16	105	98
Cc1ccc(Nc2nnc(-c3ccncc3)s2)c(Br)c1	-1.0	-1	-3	7	2	-9	-8	-3	75	77
CCOC(=O)c1cc2c(C(F)(F)F)cc(-c3cccnc3)nc2o1	-1.1	-3	0	4	4	-15	-37	nt	96	101
Cc1cccc(-n2c(Cc3ccccc3)nnc2SCC(=O)N2CCOCC2)c1	-1.1	0	1	-2	17	-9	-60	nt	115	99
N#C/C(=C/c1ccc(N2CCCCCC2)o1)c1ccc(F)cc1	-1.8	0	nt	37*	5	6	-29	-6	33	46
Cc1nn(-c2cccc3cccnc23)c(=O)c2ccccc12	-1.1	-1	0	2	10	-3	35	-4	98	97
CC(C)CCn1c(N2CCN(Cc3ccccc3)CC2)nc2c1c(=O)[nH]c(=O)n2C	nt	2	0	2	nt	nt	nt	-7	nt	nt
CC1=CC(C)(C)n2c(O)c(C3=NC(=S)NC3=O)c3cc(OC(=O)c4cccc5ccccc45)cc1c32	-6.1	-2	0	0	25	-7	-22	-9	0.9*	1.8*
Cc1cccc(S(=O)(=O)NCCC(=O)OC(C)C(=O)NC(=O)NC2CCCCC2)c1 (centres undefined)	0.3	-1	0	1	26	-5	-49	nt	110	97
CCOC(=O)c1ccc(NC(=S)N(CCCN2CCCC(C)C2)Cc2ccco2)cc1 (centres undefined)	-1.6	7	7	5	8	7	-10	4	76	76
CCn1c(O)c(N=NC(=O)C2C(=O)NCC2c2ccccc2)c2ccccc21 (centres undefined)	-1.5	3	-11	-5	13	-4	-24	2	83	85
